# HCV inh: qHTS Assay for Inhibitors of Hepatitis C Virus (HCV) | Huh7.5.1 HCVcc-Cre infection, luciferase reporter, 44 h | Potency, µM (doses to about 41.8 µM), without a hit: at the top dose activity change, negative = inhibition, actives largely listed as inhibitors | hit rate 3.4% among 340,000 | AID 651820, 2012
#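 Compounds are dispensed onto cells plated 4 h earlier at 1,000 per well, with HCVcc-Cre virus (about 0.5 moi) added next. Following 44 h of culture, luminescent signal is measured for 15 sec after 15 min with substrate at room temperature.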
# Pf growth 48h: Primary qHTS for delayed death inhibitors of the malarial parasite plastid, 48 hour incubation. hit rate 5.9% among 310,000. Potency, µM (doses to about 28.7 µM), for the others: at the top dose activity change, negative = inhibition, hits mostly inhibitors. P. falciparum luciferase growth in erythrocytes, 48 h
#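 In quantitative HTS format, infected erythrocytes bearing luciferase-reporter parasites were treated for a single generation at 37 C. Luminescence after adding detection reagent served as the growth measure.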
# Sm TGR inh: qHTS Assay for the Inhibitors of Schistosoma Mansoni Peroxiredoxins. Schistosoma mansoni thioredoxin glutathione reductase (TGR), Q962Y6. purified TGR, DTNB reduction, TNB absorbance 405 nm. Potency, µM (top dose mostly 114 µM), for the others: at the top dose activity change, negative = inhibition, most hits filed as inhibitors. hit rate 3% among 360,000. AID 485364, 2010; note: nearly all actives have a fitted effect of over 60% in size
#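 First, TGR (20 nM dispensed) and NADPH were mixed with compound. Second, a 15 min room-temperature incubation followed. Third, further NADPH and then DTNB were added to start the reaction. Finally, TNB absorbance was monitored kinetically.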
# TbPYK inhibitor: qHTS of Trypanosoma Brucei Inhibitors; pyruvate kinase (Trypanosoma brucei), Q57TT1; TbPYK enzyme, Kinase-Glo Plus ATP luminescence, 45 min; hit rate 0.12% among 410,000; Potency, µM (highest dose often 76.8 µM), without a hit: at the highest dose activity, negative = inhibition, usual class: inhibitors; note: nearly all actives have a fitted effect of over 50% in size
#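 Luminescence from Kinase-Glo Plus, added after a 45-minute room-temperature reaction, served as the end-point read-out. The enzyme and substrate were preincubated with compound before ADP (130 uM final) initiated turnover. Concentration-effect curves came from normalized qHTS data.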
# LmPK inh: qHTS Assay for Inhibitors of Leishmania Mexicana Pyruvate Kinase (LmPK). hit rate 0.37% among 290,000. Q27686. purified LmPK, Kinase-Glo ATP luminescence, 1 h. Potency, µM (titrated, usually from 57.5 µM), without a hit: at the highest dose activity change, negative = inhibition, hits mostly inhibitors
# Target sequence (Q27686 whole entry, looked up): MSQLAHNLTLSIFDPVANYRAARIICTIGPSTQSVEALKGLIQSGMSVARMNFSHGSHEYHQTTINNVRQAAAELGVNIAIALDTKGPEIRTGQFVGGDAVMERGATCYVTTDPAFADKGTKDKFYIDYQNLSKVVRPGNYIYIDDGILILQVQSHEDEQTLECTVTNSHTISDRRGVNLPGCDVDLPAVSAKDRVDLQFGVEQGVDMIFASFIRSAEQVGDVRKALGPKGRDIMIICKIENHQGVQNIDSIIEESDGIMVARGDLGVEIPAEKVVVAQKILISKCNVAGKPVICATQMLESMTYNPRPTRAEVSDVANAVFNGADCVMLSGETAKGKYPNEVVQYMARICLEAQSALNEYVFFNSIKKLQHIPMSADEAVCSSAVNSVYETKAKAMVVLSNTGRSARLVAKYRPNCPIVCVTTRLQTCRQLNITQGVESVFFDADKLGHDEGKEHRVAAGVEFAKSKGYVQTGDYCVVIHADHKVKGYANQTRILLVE
#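 Purified LmPK (0.1 nM) converted ADP (0.1 mM) to ATP with PEP (0.5 mM) in imidazole buffer pH 7.2 with KCl and MgCl2, 1 h at room temperature. ATP was read by Kinase-Glo luminescence; data normalized to uninhibited and no-enzyme controls.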
# Pf growth 96h: Primary qHTS for delayed death inhibitors of the malarial parasite plastid, 96 hour incubation; Potency, µM (series often up to 28.7 µM), for the others: at the top dose activity change, negative = inhibition, hits mostly inhibitors; hit rate 6.9% among 320,000; AID 504834, 2011; P. falciparum luciferase reporter growth, 96 h
#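 Parasite growth measured via integrated firefly luciferase reporter in P. falciparum. Infected erythrocytes at 2% hematocrit, 0.05% parasitemia final were treated 96 hours at 37 C under 5% CO2, and luminescence was read.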
# Numbers without * were called inactive; u = inconclusive; x = not tested or not shown; & = joins results of further samples; [ ] = another dose, or the depositor's remark. Calls come from the whole dose curve; as a rule, active = well fitted curve in the direction sought with a large enough effect; inconclusive = small, poorly fitted or top-dose-only effect, or another doubt; inactive = no such curve, though single readings can be large; an effect the other way counts as inactive or inconclusive. % is set by controls: 0 for no effect and ±100 for the full control effect; potency is the fitted concentration of half-maximal effect.
# Fields – Sm TGR inh | HCV inh | Pf growth 48h | TbPYK inhibitor | Pf growth 96h | LmPK inh
CCOc1ccc(C(=O)C(CN2CCOCC2)c2ccccc2)cc1 (configuration not stated)
    -5% | u | u | -2% | u | 0%
CN1CCc2[nH]c3ccc(C(=O)NN)cc3c2C1
    -3% | 6% | u | -9% | x | -3%
O=C(NC1CCCc2ccccc21)c1ccccn1 (configuration not stated)
    -12% | 8% | 4% | 1% | 9% | -3%
COc1ccc(NC(=O)CN(C)C(=O)CSCc2ccc(C)cc2)cc1
    -9% | 0% | u | 2% | u | x
O=C(Nc1ccccc1-c1ccccc1)c1cccc([N+](=O)[O-])c1
    19% | u | u | -18% | 9.3µM* | 2%
CN(CC(=O)Nc1ccc(Cl)cc1)C(=O)C1=COCCO1
    43%[activator] | -11%[8.37 µM] | 11% | -4% | 0% | x
Cc1ccc(C2NC(=O)c3ccccc3N2)s1 (configuration not stated)
    -18% | -5% | 104%[activator] | 5% | u | -3%
O=C(CN1C(=O)c2cccc([N+](=O)[O-])c2C1=O)N1CCN(c2ccc(F)cc2)CC1
    -19% | 8% | 14% | 2% | u | 1%
CCN(C(=O)COC(=O)c1cccnc1Nc1cccc(C(F)(F)F)c1)C1CCS(=O)(=O)C1 (configuration not stated)
    8% | 2% | 64%[activator] | -13% | 47%[activator] | -7%
NC(=O)c1cc(N2C(=O)C=CC2=O)ccc1Cl
    0.4µM* | x | 2.3µM* | u | 0% | 7%
CCOc1ccc(NC(=O)NNC(=O)C2CCC(C(C)(C)C)CC2)cc1 (configuration not stated)
    4% | 9% | 10% | -2% | 11% | 1%
O=C(c1ccccc1)c1cccn1CC(=O)N1CCN(c2ccc(F)cc2)CC1
    -1% | 6% | 2% | 0% | x | 2%
Cc1ccc(F)cc1NC(=O)CCOc1ccccc1
    5% | 3% | 0% | -1% | 6% | 1%
CCCOc1ccc(/C(O)=C2/C(=O)C(=O)N(CCCOC)C2c2cccnc2)cc1 (configuration not stated)
    0% | 8% | -11% | 1% | 34% | -1%
CCn1c2ccccc2c2nc3cc(S(=O)(=O)N4CCOCC4)ccc3nc21
    -33%[11.4 µM] | 10µM* | x | -24% | -78% | 10%
O=C(c1cccc(F)c1)N(Cc1nc2ccccc2c(=O)[nH]1)C1CCCC1
    6% | 1% | 6.6µM* | 3% | u | 0%
CCC(=O)N1CCN(c2ccc(NC(=O)COc3cccc(C)c3C)cc2)CC1
    -7% | -16% | -21% | 5% | 3% | 0%
C1OCOCO1
    x | x | -8% | -4% | -10% | x
COc1cc(SC)ccc1C(=O)NCCc1c[nH]c2ccccc12
    9% | u | 56%[activator] | 2% | -15% | 4%
Cc1cccc(NC(=O)CSc2nnc(CNC(=O)c3ccco3)n2C)c1
    2% | 22% | -1% | 1% | -4% | 0%
O=S(=O)(Nc1cccc(Oc2ccc(Cl)cc2)n1)c1ccc(F)cc1
    -24% | 20% | -11% | 0% | 5% | 8%
O=C(COC(=O)/C=C/c1cccc(C(F)(F)F)c1)NCc1cccs1
    0% | -7% | -1% | -4% | -15% | x
CN1C(=O)Cc2cc(S(=O)(=O)N3CCN(c4cccc(C(F)(F)F)c4)CC3)ccc21
    4%&2% | -15% | -18% | 7%&-1% | u | 9%
COc1ccc(CN(C)c2ncnc3sccc23)c(OC)c1OC
    -19% | 11µM* | 13µM* | 4% | u | 0%
FC(F)(F)c1ccccc1/C=N/n1c(C2CCCCC2)n[nH]c1=S
    1% | 9% | x | -15% | 23% | -9%
O=C1NCCN1Cc1ccccc1
    11% | 2% | 53%[activator] | 1% | 48%[activator] | -5%
O=C(CN=C1NS(=O)(=O)c2ccccc21)OCC(=O)c1ccccc1
    5% | 5% | 16% | -12% | 32%[activator] | 5%
Cc1cc[n+](-c2nc([O-])sc2/C=N/Nc2ccc([N+](=O)[O-])cc2)cc1
    3% | 2% | x | -11% | 29% | -19%
O=C(O)c1ccc(NC2=C(Cl)C(=O)c3ccccc3C2=O)cc1
    u | u | u | -17% | u | -17%
COC(=O)CN(c1nc(C)c(Cl)c(OC)n1)S(=O)(=O)c1ccc(C)cc1
    13% | u | u | 0% | 3% | 1%

# Quoted at random: four records from the list.
# Fields – Sm TGR inh | HCV inh | Pf growth 48h | TbPYK inhibitor | Pf growth 96h | LmPK inh
C1OCOCO1
    x | x | -8% | -4% | -10% | x
CCOc1ccc(NC(=O)NNC(=O)C2CCC(C(C)(C)C)CC2)cc1 (configuration not stated)
    4% | 9% | 10% | -2% | 11% | 1%
CN1C(=O)Cc2cc(S(=O)(=O)N3CCN(c4cccc(C(F)(F)F)c4)CC3)ccc21
    4%&2% | -15% | -18% | 7%&-1% | u | 9%
O=C(O)c1ccc(NC2=C(Cl)C(=O)c3ccccc3C2=O)cc1
    u | u | u | -17% | u | -17%

# Continuation.
# Fields – Sm TGR inh | HCV inh | Pf growth 48h | TbPYK inhibitor | Pf growth 96h | LmPK inh
CN1CCN(C(CNS(=O)(=O)c2ccc(F)cc2)c2cccnc2)CC1 (configuration not stated)
    -13% | 13% | -21% | -15% | 56%[activator] | -4%
Clc1ccc2nc(-c3cccc(SC4CCCCC4)c3)c(NCc3ccccc3)n2c1
    -7% | -4% | 4.1µM* | -2% | 3.7µM* | x
O=C(CNC(=O)c1ccccc1)OCCCOC(=O)CNC(=O)c1ccccc1
    u | x | 0% | -10% | -22% | -6%
O=C(O)c1ccc(CSc2nnc(-c3ccco3)n2-c2ccccc2)cc1
    u | 9% | 14% | -9% | 145%[activator] | -10%
CC(=O)N(c1nc(CCl)cs1)c1ccc(C)cc1C
    u | 1% | -47% | 3% | 17% | 0%
CC(C)(C)c1cc(/C=C2\NC(=O)NC2=O)cc(C(C)(C)C)c1O
    1.1µM* | u | u | -5% | 200%[activator] | -3%
COc1ccc(/C(C)=N/OCC(=O)Nc2nc3ccccc3s2)cc1
    -33% | 7% | 31%[activator] | 3% | 37%[activator] | 3%
CN(C)CCNC(=O)Cc1c(C(=O)O)n(C)c2ccccc12
    4% | x | 13% | x | u | -1%
Cc1nn(-c2ccc(Cl)cc2)c2[nH]c(=O)c(CNCc3ccc4c(c3)OCO4)cc12
    3% | u | 0.37µM* | -3% | 121%[activator] | 3%
Oc1cccc(CCC2CCCCN2Cc2cn[nH]c2-c2ccc3c(c2)OCO3)c1 (configuration not stated)
    -2% | -1% | -20% | -5% | u | 8%
CS(=O)(=O)N(CC(O)Cn1c2ccccc2c2ccccc21)c1cccc2ccccc12 (configuration not stated)
    4% | 11µM* | u | 11% | x | 6%
CCN(CC)S(=O)(=O)c1ccc(OC)c(NC(=O)c2ccc(=O)[nH]c2)c1
    -3% | 10% | -23% | -2% | u | 0%
CC(=O)Nc1ccc(NS(=O)(=O)c2cc([N+](=O)[O-])ccc2C)cc1
    7% | -3% | 4% | -4% | -3% | -2%[11.5 µM]
C/C(=N/NS(=O)(=O)c1ccccc1)c1c[nH]c2ccccc12
    u | -1% | 17% | -10% | u | 2%
COc1ccc(-c2ccc(CCC(=O)O)n2NC(=O)c2cccs2)cc1
    -23% | 29% | 16% | -4% | 14% | 1%
CCOc1ccc(CCNC(=O)COC(=O)c2cccc(OC)c2O)cc1OCC
    13% | -4% | -22% | -3% | u | 7%
Cc1ccc(C(C(=O)NC(C)(C)C)N(Cc2ccccc2)C(=O)c2snc(C(N)=O)c2N)o1 (configuration not stated)
    -20% | u | u | 0% | 0% | 1%
CCOc1ccc(NC(=O)CN(C)C(=O)c2ccc(-c3ccc(C(C)=O)cc3)o2)cc1OCC
    u | u | 2% | -12% | 34%[activator] | x
Cc1cccc(N=C2NC(=O)/C(=C/c3cccs3)S2)c1
    -5% | -12% | -22% | 1% | -17% | -3%
COc1cc2c(cc1OC)CN(C(C)C(=O)Nc1ccc(NC(C)=O)cc1)CC2 (configuration not stated)
    -7% | 10% | x | 0% | u | 5%
COc1ccc(CN=C2NC(=O)CC(C(=O)Nc3ccc(Cl)cc3)S2)cc1 (configuration not stated)
    -5% | u | 22% | 3% | -14% | -3%
CC(C)Cn1c(N)c(C(=O)COC(=O)[C@H](C)NC(=O)c2ccccc2Cl)c(=O)n(C)c1=O
    -2% | 3% | 0% | -5% | 3% | x
CCOc1ccc(CN2CCNC(=O)C2CC(=O)NCCc2nc(C)c3c(n2)CCC3)cc1 (configuration not stated)
    u | -9% | 16% | 3% | 83%[activator] | -11%
Cc1cc(=O)n2nc(N3CCC(C(=O)NCc4ccc(Cl)cc4)CC3)sc2n1
    -3%&8% | -18% | -13% | -14%&3% | 51%[activator] | -7%
COc1cc(SC)ccc1C(=O)OCC(=O)NCCC1=CCCCC1
    -4% | -9% | 0% | -4% | 4% | x
COc1cccc(CNCCO)c1OCc1ccccc1Cl
    -26% | -3% | u | -9% | -9% | -11%
COc1ccc(CNC(=O)N2CCN(c3ccc(F)cc3)CC2)cc1
    -2% | -17% | 15% | 9% | 0% | 1%
CCOc1ccccc1NC(=O)c1cccc(NC(=O)CC(c2ccccc2)c2ccccc2)c1
    -29% | u | u | 1% | u | 0%
O=[N+]([O-])c1cc(C(F)(F)F)ccc1NN=C1CCCC1
    -15% | -2% | 26% | 3% | 8% | -5%
Cc1c(C(=O)Oc2cccc3cccnc23)oc2ccccc12
    3% | u | -1% | 4% | -1% | 1%

# Full records, looked up by structure.
# COc1ccc(CNC(=O)N2CCN(c3ccc(F)cc3)CC2)cc1 is entered as Sm TGR inh = -2%; HCV inh = -17%; Pf growth 48h = 15%; TbPYK inhibitor = 9%; Pf growth 96h = 0%; LmPK inh = 1%
# Cc1ccc(C(C(=O)NC(C)(C)C)N(Cc2ccccc2)C(=O)c2snc(C(N)=O)c2N)o1 (configuration not stated) is entered as Sm TGR inh = -20%; HCV inh = u; Pf growth 48h = u; TbPYK inhibitor = 0%; Pf growth 96h = 0%; LmPK inh = 1%

# (cont.)
# Fields – Sm TGR inh | HCV inh | Pf growth 48h | TbPYK inhibitor | Pf growth 96h | LmPK inh
O=C(Nc1cccnc1)c1ccc(COc2ccccc2Br)o1
    -15% | u | u | -4% | -16% | 2%
COc1ccccc1OCC(=O)N/N=C/C=C/c1ccc([N+](=O)[O-])o1
    45µM* | u | 4.1µM* | -4% | 1.5µM* | -1%
Cc1ccc2nc(-c3ccc(N4C(=O)CC(N5CCCC(C)C5)C4=O)cc3)sc2c1 (configuration not stated)
    -9% | x | 71%[activator] | x | 41%[activator] | 8%
Cc1oc2cc(OC(=O)c3ccco3)ccc2c(=O)c1-c1nc2ccccc2n1C
    -16% | 22% | 28% | 3% | -15% | 1%
NC(=O)CC(NC(=O)Cc1ccc(Cl)cc1)c1ccc(NCCOc2ccccc2)c([N+](=O)[O-])c1 (configuration not stated)
    -7% | -22% | u | 4% | u | -6%
C=CCn1c(SCc2nc3scc(-c4ccccc4)c3c(=O)[nH]2)nnc1-c1ccccc1F
    4% | -18% | u | 7% | u | 2%
CC(Oc1ccc(S(=O)(=O)N2CCCC2)cc1[N+](=O)[O-])C(=O)N(C)c1ccccc1 (configuration not stated)
    -3% | 9% | u | -21% | u | x
Nc1nc2[nH]cc(CCc3ccc(C(=O)NC(CCC(=O)O)C(=O)O)cc3)c2c(=O)[nH]1 (configuration not stated)
    x | x | 0.67µM* | 2% | 1.3µM* | x
Cc1cc(C)nc(SCc2cc(=O)c(OC(=O)c3cc([N+](=O)[O-])ccc3Cl)co2)n1
    -26% | 23% | -1% | -8% | 344%[activator] | 6%
O=C(c1ccc2c(c1)OCO2)C1CCCN(C(=O)NCc2ccccc2)C1 (configuration not stated)
    6%[57.1 µM] | 16% | 4% | -7% | u | -13%

# From PubChem
